Source: PubChem BioAssay
DDE Tn6 FP inh: inhibitors of Tn6 peptide binding to fibrin DD(E), primary screen, biochemical, fluorescence polarization, human fibrin, Tn6 probe; Fibrin DD(E) TRITC-Tn6 fluorescence polarization displacement; Fibrinogen beta chain (Homo sapiens), P02675; inhibition, % at 8.3 µM; 0.21% of 370,000 active; AID 720509, 2013;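 active = inhibition above a per-campaign cutoff: mean of compounds within control limits plus 3 SD, cut at about 15% in these data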;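 note: 0% = median of all compound wells on the plate and 100% = blocking peptide control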
ADAM10 inh: human ADAM10 inhibitors, primary screen, biochemical, QFRET, HTS; Disintegrin and metalloproteinase domain-containing protein 10 (Homo sapiens), O14672; recombinant ADAM10, EDANS/DABCYL FRET peptide cleavage, 3 h; inhibition, % at 7 µM; 0.62% of 370,000 active; AID 720582, 2013;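 active = inhibition above a per-campaign cutoff equal to the mean of compounds falling between control-based bounds plus 3 SD, cut at about 20% in these data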;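 note: 0% = DMSO wells while the 100% control is not disclosed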
SIAE primary: human SIAE inhibitors, primary screen, biochemical, fluorescence polarization, FP-Rh probe, 1536-well HTS. SIAE FP-Rh probe binding. inhibition, % at 9.66 µM. 0.69% of 370,000 active. AID 1053197, 2014;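 active = inhibition above a cutoff: mean of compounds within the control limits plus 3 SD of those, cut at about 17% in these data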;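 note: 0% = plate median of compound wells and 100% = probe without SIAE protein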
TDP2 absorb: human TDP2 enzyme inhibitors, primary screen, biochemical, epi absorbance, recombinant enzyme; Tyrosyl-DNA phosphodiesterase 2 (Homo sapiens), O95551; T5PNP hydrolysis, p-nitrophenol absorbance 415 nm; inhibition, % at 12.8 µM; 0.34% of 370,000 active;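 active = inhibition above the mean of all tested compounds plus 3 SD, set per campaign, cut at about 25% in these data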;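 note: 0% = DMSO with enzyme and 100% = buffer with substrate but no TDP2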
Target sequence (O95551 whole entry, looked up): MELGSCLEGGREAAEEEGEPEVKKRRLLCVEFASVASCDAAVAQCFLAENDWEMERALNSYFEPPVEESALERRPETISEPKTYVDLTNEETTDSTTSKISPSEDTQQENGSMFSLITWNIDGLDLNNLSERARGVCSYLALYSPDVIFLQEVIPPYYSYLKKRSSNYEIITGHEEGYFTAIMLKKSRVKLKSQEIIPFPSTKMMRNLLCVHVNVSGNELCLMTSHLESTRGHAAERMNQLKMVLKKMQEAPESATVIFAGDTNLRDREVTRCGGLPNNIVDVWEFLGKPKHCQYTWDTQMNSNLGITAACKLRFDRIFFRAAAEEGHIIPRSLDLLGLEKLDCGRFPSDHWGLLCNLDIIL
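Material: recombinant human TDP2; quantity: TDP2 enzyme at 120 nM final; medium: Tris-HCl pH 7.5 with MgCl2; compound: single concentration, 12.8 µM nominal, with 1% DMSO; incubation: 2 h enzyme incubation at 37 °C; signal: epi absorbance; measure: percent inhibition; benchmarks: high control without enzyme, low control DMSO plus TDP2; repeats: singlicate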
DDE Tn7 FP inh: inhibitors of Tn7 peptide binding to fibrin DD(E), primary screen, biochemical, fluorescence polarization, human fibrin, Tn7 probe; Fibrinogen beta chain (Homo sapiens), P02675; FP displacement of FITC-Tn7 peptide from fibrin DD(E); 0% = median of compound wells per plate; inhibition, % at 8.3 µM; 0.13% of 370,000 active;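 active = inhibition above the mean of compounds falling within the control limits plus 3 SD of them, cut at about 14% in these data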;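 note: 0% = plate median of compound wells and 100% = 10 µM Aha-Tn7 peptide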
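Assay system: Human fibrin DD(E) protein | Medium: Tris buffer with calcium and detergent, pH 7.8 | Reagent: 0.1 µM fluorescent Tn7 | Compound dosing: Single point at 8.3 µM | Times: 10 min preincubation, 3 h with tracer, room temperature | Detection: Fluorescence polarization of the labelled Tn7 tracer | Controls: Aha-Tn7 high control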
PLCb3 inh: human PLC-beta3 inhibitors, primary screen, biochemical, fluorescence. 1-phosphatidylinositol 4,5-bisphosphate phosphodiesterase beta-3 (Homo sapiens), Q01970. Purified PLC-beta3, fluorogenic substrate. inhibition, % at 12.2 µM. 0.18% of 370,000 active; in the data active = inhibition above about 11%;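 note: 0% = median of compound wells on plate and 100% = full blocker control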
ASAP1 GAP inh: inhibitors of human ASAP1 ArfGAP activity, primary screen, biochemical, fluorescence polarization. Arf-GAP with SH3 domain, ANK repeat and PH domain-containing protein 1 (Homo sapiens), …. inhibition, % at 16.5 µM. 0.19% of 360,000 active. ASAP1-stimulated ARF1 GTP hydrolysis, GDP FP detection; in the data active = inhibition above about 25%;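 note: 0% = vehicle with enzyme and substrate and 100% = no enzyme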
ADAM17 inh: ADAM17 inhibitors, primary screen, biochemical, QFRET. Disintegrin and metalloproteinase domain-containing protein 17 (Homo sapiens), P78536. recombinant ADAM17, EDANS/DABCYL FRET peptide cleavage. inhibition, % at 6.95 µM. 0.83% of 370,000 active;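 active = inhibition above the mean of compounds lying between control limits plus 3 SD, set per campaign, cut at about 8.5% in these data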;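 note: 0% = DMSO-only wells as the low control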
Target sequence (P78536 215-824 limits assumed): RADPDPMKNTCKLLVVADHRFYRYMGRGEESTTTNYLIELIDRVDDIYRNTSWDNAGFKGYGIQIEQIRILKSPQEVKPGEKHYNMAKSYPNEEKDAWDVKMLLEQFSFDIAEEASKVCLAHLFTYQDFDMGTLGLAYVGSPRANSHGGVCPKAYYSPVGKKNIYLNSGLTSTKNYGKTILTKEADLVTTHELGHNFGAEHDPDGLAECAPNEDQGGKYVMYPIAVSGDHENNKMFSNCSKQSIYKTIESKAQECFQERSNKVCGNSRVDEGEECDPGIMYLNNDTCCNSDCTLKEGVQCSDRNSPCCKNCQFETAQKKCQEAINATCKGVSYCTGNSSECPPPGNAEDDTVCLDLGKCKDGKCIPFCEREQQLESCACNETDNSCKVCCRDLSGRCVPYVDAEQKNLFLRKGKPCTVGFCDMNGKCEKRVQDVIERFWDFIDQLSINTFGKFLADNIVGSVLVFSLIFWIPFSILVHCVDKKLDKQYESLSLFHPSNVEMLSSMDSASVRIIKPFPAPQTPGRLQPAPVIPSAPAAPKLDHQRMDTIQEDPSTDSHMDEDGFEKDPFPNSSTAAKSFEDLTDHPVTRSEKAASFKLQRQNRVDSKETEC
ARFGAP1 inh: inhibitors of rat ARFGAP1 GAP activity, primary screen, biochemical, fluorescence polarization, GDP tracer | ADP-ribosylation factor GTPase-activating protein 1 (Rattus norvegicus), Q62848 | Arfgap1-stimulated ARF1 GTP hydrolysis, GDP FP detection | inhibition, % at 16.5 µM | 0.26% of 360,000 active;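 active = inhibition above a per-plate limit, mean inhibition of low control wells plus 3 SD, cut at about 25% in these data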;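 note: 0% = DMSO wells with enzyme and 100% = wells lacking Arfgap1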
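system = rat Arfgap1 catalytic domain, aa 1-136 | technique = FP, GDP Alexa 633 tracer displaced from anti-GDP antibody, 620/688 nm | compound = one concentration, 16.5 µM, DMSO 1.26% | medium = HEPES-based buffer, pH 7.5 | timing = compound-enzyme preincubation 20 min, reaction 120 min, detection 60 min, 25 °C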
PLCg1 inh: PLC-gamma1 enzyme inhibitors, primary screen, biochemical, fluorescence, purified enzyme; 1-phosphatidylinositol 4,5-bisphosphate phosphodiesterase gamma-1 (Homo sapiens), P19174; fluorogenic substrate; inhibition, % at 12.2 µM; 0.84% of 370,000 active; in the data active = inhibition above about 9.5%
* = called active by the depositor; / = no result given; & = joins results of further samples.

DDE Tn6 FP inh | ADAM10 inh | SIAE primary | TDP2 absorb | DDE Tn7 FP inh | PLCb3 inh | Structure | ASAP1 GAP inh | ADAM17 inh | ARFGAP1 inh | PLCg1 inh
-2 | -11 | -4 | 1 | 2 | 0 | C/C=C/c1ccc(OCCCn2cncn2)c(OC)c1 | 2 | 0 | 6 | 1
7 | -4 | -3 | 3 | 0 | -5 | CC(=O)Nc1ccc(NC(=O)C(C)OC(=O)c2ccc(-n3cnnn3)cc2)cc1 (stereo not given) | -6 | -6 | -10 | 0
1 | -2 | 3 | 2 | 4 | 0 | Cc1cc2c(cc1C)[n+](C)cn2CC(O)COCC1CC=CCC1 (stereo not given) | -3 | -3 | -15 | 2
2 | -10 | 6 | -7 | -10 | 0 | Cn1c(-c2ccc(F)cc2)cnc1NCc1cccc(F)c1 | 11 | 1 | 6 | 3
2 | -6 | 4 | -3 | -7 | 6 | COc1ccc(C(NC(=O)C2CCN(CCOc3ccccc3)CC2)c2ccccn2)cc1 (stereo not given) | 1 | -2 | -1 | -1
1 | 12 | 3 | -10 | -6 | -6 | NNC(=O)C1CC(O)CN1S(=O)(=O)c1ccc(Cl)cc1 (stereo not given) | 0 | -2 | -5 | 2
4 | 3 | 18* | 11 | 1 | -11 | CCOCN(C(=O)Cn1cnc2ccccc21)c1c(C)cccc1CC | -8 | -1 | -2 | 0
-5 | 5 | 0 | -8 | -6 | 1 | c1ccc(COc2ccc(OCCCCN3CCCC3)cc2)cc1 | 4 | -1 | 8 | 3
-2 | 3 | 2 | 4 | -5 | -4 | CC(=O)c1ccc(Nc2nc(N3CCOCC3)nc(N3CCOCC3)n2)cc1 | 2 | 0 | 9 | -2
5 | -2 | 0 | 1 | 0 | -1 | CCOCCCNC(=O)Cc1ccc(OC)c(OC)c1 | -3 | -4 | 3 | 2
1 | -28 | -11 | -6 | 6 | -17 | CN(CC(=O)Nc1ccc(Cl)cc1)C(=O)CCc1nc2sc3c(c2c(=O)[nH]1)CCCC3 | 5 | -7 | 3 | -16
-2 | 12 | -2 | -8 | -2 | -4 | O=C(C1CCN(S(=O)(=O)c2cccc3cccnc23)CC1)N1CCCCC1 | 2 | -2 | -5 | 4
3 | -6 | 0 | -2 | 0 | -1 | Cc1cc(C)c(NC(=O)CSc2nnc(-c3ccccn3)n2N)c(Cl)c1 | 5 | -7 | 1 | -2
5 | -2 | -2 | 3 | -6 | -2 | COc1ccc(NC(=O)C2CCN(c3cc(-c4ccccc4)nc4ncnn34)CC2)cc1OC | 3 | -3 | 8 | 0
-5 | -18 | 1 | 5 | 5 | 1 | C=CCOC(=O)Nc1nc(CCNC(=O)OC(C)(C)C)c(C(=O)O)s1 | 8 | -2 | -2 | 2
0 | 3 | -8 | -13 | -4 | 6 | Cc1ccc2c(c1)nnn2C1CCN(S(=O)(=O)c2ccc(C(=O)N(C)C)cc2)CC1 | -4 | 6 | 4 | 9
9 | 11 | 0 | -11 | -7 | 4 | CCC(=O)NC(=S)Nc1cccc(NC(=O)c2ccccc2C)c1 | -4 | -1 | -2 | 3
4 | -75 | -4 | 13 | -1 | -8 | O=C(NCC1CCCO1)c1cc2ccccc2oc1=O (stereo not given) | 3 | -26 | 2 | -3
5 | -10 | -5 | -8 | 3 | -6 | CCc1cc2cc(C)cc(C)c2nc1Cl | 6 | -6 | 7 | 3
1 | -14 | 0 | -5 | 3 | -6 | CSCCC(NC(=O)COc1ccccc1)C(=O)OCC(=O)c1cc2ccccc2o1 (stereo not given) | 1 | -9 | 13 | -5
-4 | 5 | 6 | 9 | 0 | -1 | O=c1cc(-c2ccccc2F)nc(-c2ccccc2F)o1 | 0 | 1 | -12 | -4
6 | -9 | -2 | -3 | 1 | 11* | COc1cccc(S(=O)(=O)N(C)C[C@H]2OCc3cnnn3CCCC(=O)N([C@@H](C)CO)C[C@@H]2C)c1 | -3 | -4 | 9 | 0
-5 | 15 | -7 | 1 | 7 | -1 | Cc1ccc(CNC(=O)c2cc(-c3ccccc3)n(Cc3cc(C)no3)n2)cc1 | 4 | 1 | 3 | -1
-8 | 10 | -62 | 9 | -2 | -1 | CCN(CC)S(=O)(=O)c1ccc(/C=C/C(=O)Nc2cccc(F)c2)cc1 | 7 | 5 | 3 | -3
-1&0 | -22&4 | -77&-76 | 8&1 | 4&1 | -5&-2 | COc1cc(NC(=O)c2nccnc2N)cc(C(=O)Nc2cccc(C(F)(F)F)c2)c1 | -8&20 | -3&0 | 17&13 | -2&0

An excerpt from above, showing only ARFGAP1 inh.
| Structure | ARFGAP1 inh |
| --- | --- |
| CN(CC(=O)Nc1ccc(Cl)cc1)C(=O)CCc1nc2sc3c(c2c(=O)[nH]1)CCCC3 | 3 |
| O=C(C1CCN(S(=O)(=O)c2cccc3cccnc23)CC1)N1CCCCC1 | -5 |

Later entries
DDE Tn6 FP inh | ADAM10 inh | SIAE primary | TDP2 absorb | DDE Tn7 FP inh | PLCb3 inh | Structure | ASAP1 GAP inh | ADAM17 inh | ARFGAP1 inh | PLCg1 inh
-6 | -4 | -4 | -5 | 0 | -3 | CC1CCC(NS(=O)(=O)c2ccc(N3CCCC3=O)cc2)CC1 (stereo not given) | 6 | -1 | -16 | 1
3 | -53 | -18 | -5 | 6 | -88 | CC(=O)Nc1cc(-c2ccc(C(=O)NC3CC3)cc2)cn2c(-c3cccc(C(F)(F)F)c3)cnc12 | 1 | -13 | -3 | -73
5 | -32 | -2 | 2 | 7 | -3 | CC(=O)N(Cc1cccnc1)Cc1cc2ccc(C)cc2[nH]c1=O | -2 | -7 | -1 | -2
0 | -30 | -8 | -5 | 5 | -26 | Cc1cc(C)n(-c2ccc(Cl)c(C(=O)Nc3ccc(-c4nnc5n4CCCCC5)cc3)n2)n1 | 9 | -13 | 19 | -25
-5 | -1 | -2 | -4 | -1 | -7 | COc1ccc(CCNC(=O)CO/N=C/c2cc3c(cc2Br)OCO3)cc1OC | 16 | -3 | -4 | 1
-5 | 24* | -8 | 1 | -1 | 2 | COc1ccc(CCNc2oc(COc3ccc(F)cc3)nc2C#N)cc1 | 4 | 10* | -2 | 5
-1 | -57 | 10 | -1 | 4 | -5 | CCCCN(Cc1cc2cc(OC)ccc2[nH]c1=O)S(=O)(=O)c1ccc(C)cc1 | 12 | -10 | 3 | -6
0 | -9 | 13 | 2 | 7 | 3 | O=C(CSc1nnc(-c2ccccc2)o1)Nc1ccccc1F | 1 | 0 | 4 | 1
8 | 9 | -7 | 11 | -7 | 2 | CCOC(=O)C1CCN(S(=O)(=O)C(F)(F)c2nc3ccccc3s2)CC1 | -1 | 1 | 3 | 1
1 | -3 | 3 | -9 | 0 | -5 | C[C@@H]1COc2cc(N3CCCC3)ccc2S(=O)(=O)N1C | / | -6 | / | 2
3 | -30 | -3 | -7 | 8 | 1 | Cc1ccc2[nH]c(=O)c(CN(CCN3CCOCC3)C(=O)Nc3ccc(F)cc3)cc2c1 | -1 | -8 | -5 | 0
-6 | 0 | -6 | -10 | 1 | 4 | CCOc1ccc(Cn2nnc(C(=O)NCCc3ccc(Cl)cc3)c2N)cc1 | 4 | 2 | 12 | 5
-7 | -1 | -9 | -20 | -9 | -1 | Cc1ccccc1NC(=O)Cc1nc(COC(=O)c2ccccn2)cs1 | -4 | -2 | 7 | 7
-7 | -5 | -9 | 6 | -2 | -8 | CSc1nc2ccc(NC(=O)c3c(F)cccc3F)cc2s1 | -8 | 0 | 0 | 0
-2 | -11 | -2 | 0 | 2 | 2 | CCOC(=O)C1=CCN(S(=O)(=O)c2ccccc2F)C1c1ccc(C)cc1 (stereo not given) | 6 | -1 | 6 | -1
0 | 4 | 0 | 16 | 0 | -8 | CC(=O)N1CC(C)Oc2ccc(S(=O)(=O)NC(CC(=O)O)c3cc(C)ccc3C)cc21 (stereo not given) | 0 | 1 | 2 | 0
1 | -12 | -6 | 4 | 12 | 0 | Cc1ccc(C2CC(c3ccccc3)=NN2C(=O)CSc2nnc(-c3ccc(Cl)cc3)o2)o1 (stereo not given) | 5 | -3 | 5 | 0
-4 | 2 | -11 | -6 | -1 | -6 | Cc1nnnn1/C(=C\c1ccccc1)C(=O)OCC(=O)Nc1cccc(S(=O)(=O)N(C)C)c1 | 13 | -4 | -8 | 3
-3 | -2 | -2 | -8 | -13 | -9 | COc1ccc(-c2nc3c(C)cc(Br)cn3c2Cc2ccccc2C(F)(F)F)cc1OC | 10 | -2 | -1 | -6
5 | 8 | 22* | 3 | 9 | -11 | O=c1nc2s/c(=C\c3ccc(-c4ccccc4[N+](=O)[O-])o3)c(=O)n2nc1-c1ccccc1 | -13 | -1 | -5 | -9
3 | 1 | 2 | 2 | 3 | 2 | C/C(=N/NS(=O)(=O)c1ccc(Br)cc1)c1ccc(C)o1 | 2 | 0 | -5 | 1
6 | 6 | -3 | -10 | 6 | -4 | Cc1ccccc1CN1C(=O)c2ccccc2S1(=O)=O | -12 | 1 | -2 | -2
2 | -3 | 3 | -2 | -6 | 8 | CC1(C)O[C@@H]2[C@H](O1)[C@@H](CO)O[C@H]2n1ccc(=O)[nH]c1=O | -2 | -1 | 6 | 3
9 | 8 | 4 | 5 | 3 | -8 | COc1cccc(NS(=O)(=O)c2ccc3c(c2)NC(=O)C(C)S3)c1 (stereo not given) | -8 | -2 | -4 | -1
2 | -2 | 4 | 3 | 5 | 0 | COc1ccc(NC(=O)C2(C)CCN2CCOc2ccc(C)cc2)cc1OC (stereo not given) | 1 | -4 | -6 | 5
